ST2 IL33 inh: blocks human ST2 binding to IL-33; AlphaLISA ST2-Fc/biotin-IL-33 interaction, 1 h; inhibition, % for hits at 17 µM; 78,000 tested, 2.3% active; AID 1259354; in the data active = inhibition above about 30%; inconclusive = mostly about 10% to 28%
Target sequence (Q01638 whole entry, looked up): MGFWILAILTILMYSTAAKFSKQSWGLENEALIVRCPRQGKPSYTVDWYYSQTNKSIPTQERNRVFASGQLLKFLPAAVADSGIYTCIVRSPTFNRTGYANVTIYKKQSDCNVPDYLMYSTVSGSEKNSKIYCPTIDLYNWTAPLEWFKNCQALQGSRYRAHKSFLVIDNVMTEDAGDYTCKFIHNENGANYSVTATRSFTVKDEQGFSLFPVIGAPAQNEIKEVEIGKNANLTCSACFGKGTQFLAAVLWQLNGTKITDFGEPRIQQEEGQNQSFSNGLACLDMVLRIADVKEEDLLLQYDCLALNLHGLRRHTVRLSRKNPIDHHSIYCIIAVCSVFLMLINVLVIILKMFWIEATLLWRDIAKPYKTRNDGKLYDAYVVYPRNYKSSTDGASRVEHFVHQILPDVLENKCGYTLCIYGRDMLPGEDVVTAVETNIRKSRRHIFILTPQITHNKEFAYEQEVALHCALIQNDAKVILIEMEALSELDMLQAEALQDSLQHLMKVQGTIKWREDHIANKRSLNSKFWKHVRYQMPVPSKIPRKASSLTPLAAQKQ
Starred values were filed as active, the others as inactive; i = inactive; u = inconclusive. These rows are one share of the data (hit frequency here may not be typical).

SMILES | ST2 IL33 inh
O=C(c1ccc(NCC2CCOC2)nc1)N1CCC(CCc2ccccc2)CC1 (centres undefined) | u
Cc1ccccc1C(=O)N(Cc1ccccc1)C(C)(C)C | i
Cc1ccc(NC(=O)Cn2c(-c3ccc4c(c3)OCO4)cn(-c3ccccc3)c2=O)cc1 | 31%*
COc1ccc(I)cc1S(=O)(=O)N1CCN(Cc2ccccc2)CC1 | i
CSc1oc(-c2ccco2)nc1S(=O)(=O)c1ccc(Br)cc1 | i
CCCCn1c2ccccc2c2nnc(SCCN3CCOCC3)nc21 | i
Cc1noc(C)c1S(=O)(=O)N1CCC(C(=O)N(C)Cc2ccccc2)CC1 | i
CCN(CC)Cc1cnc2c(C(=O)N3CCCC(Cn4ccnc4)C3)cnn2c1 (centres undefined) | i
CCOc1cc(C2NC(=O)NC(C)=C2C(=O)OCCOC(C)C)ccc1O (centres undefined) | i
O=S(=O)(NCc1nc2cccnc2n1Cc1ccccc1)c1ccc(F)c(Cl)c1 | i
C[C@]12C[C@H](O)[C@@H]3c4ccc(O)cc4CCC3[C@@H]1CCC2=O (some centres undefined) | i
CCOC(=O)c1sc(NC(=O)c2ccc(Br)cc2F)nc1C | i
CC[N+](C)(C)Cc1ccccc1Br | i
CC(=O)Oc1ccc2cc(-c3nc(-c4cccs4)cs3)c(=O)oc2c1 | u
CC(C)(C)C(=O)NCC1CCCN(Cc2ccc3c(c2)OCCO3)C1 (centres undefined) | i
c1cn(CCOc2ccc(CN3CCC4(CCOCC4)CC3)cc2)cn1 | i
O=[N+]([O-])c1cc(Br)c(O)c(C=Nc2ccc(-c3nc4ncccc4o3)cc2)c1 | u
COc1ccc(-n2nc3c(c2NC(=O)c2cccs2)CS(=O)C3)cc1 (centres undefined) | i
COc1ccc(OC)c(C2SCCN2S(=O)(=O)c2ccc(-c3ccccc3)cc2)c1 (centres undefined) | i
CCSc1nc2c(c(=O)[nH]1)C(c1cccc(Br)c1)C(C(=O)OC(C)C)=C(C)N2 (centres undefined) | i
COc1ccc(NC(=O)CN2CCCN(Cc3cccc(F)c3)S2(=O)=O)cc1OC | i
O=S(=O)(NCc1ccccc1)N1CCCCC1CCn1cccn1 (centres undefined) | u
C=CCNC(=O)c1cc(-c2ccc(OC)c(OC)c2)on1 | i
Cc1cc(OCC(N)=O)c2c(-c3ccccc3)cc(=O)oc2c1 | u
Cc1ccc(C2CC(C(F)(F)F)n3nc(C(=O)NCc4ccco4)c(Cl)c3N2)cc1 (centres undefined) | i
COc1ccc(CCNC(=O)CNC(=O)Cn2ccc3ccccc3c2=O)cc1OC | i
Cc1ccnc(NC(c2ccncc2)c2ccc3ccc(C)nc3c2O)c1 (centres undefined) | u
O=S(=O)(NCc1ccccc1)NC[C@H]1CCc2ccccc2O1 | i
COC(=O)c1ccc(C2C(C#N)=C(N)OC3=C2C(=O)CC(C)(C)C3)cc1 (centres undefined) | i
CN1CCN(C(=O)c2ccc3oc(Cc4ccccc4)nc3c2)CC1c1ccccc1 (centres undefined) | i
CN(C)C(=O)c1ccc2c(c1)N(CC(=O)N1CCc3ccccc31)C(=O)C1CCCCN21 (centres undefined) | i
CCOc1ccc(C2C(C#N)=C(C)NC3=C2C(=O)CC(c2ccc(Cl)cc2)C3)cc1OC (centres undefined) | i
CCCN=C(NS(=O)(=O)c1ccc(C)cc1)c1ccc(Cl)cc1 | u
Cc1ccc(C2CC(C(F)(F)F)n3ncc(C(=O)NCc4cccnc4)c3N2)cc1 (centres undefined) | i
COc1ccc(C(=O)NC(Nc2ccc([N+](=O)[O-])cc2)C(Cl)(Cl)Cl)cc1 (centres undefined) | i
Cc1nc(CC(C)C)cc(C(=O)N2CCC(n3cc(CCO)nn3)CC2)n1 | i
Cc1cccc(-c2ncc(CNCc3cccc4[nH]ccc34)cn2)c1 | i
COc1ccc(C(=O)NC2CC(=O)N(CC(C)(C)C)C2)c(OC)c1OC (centres undefined) | i
O=[N+]([O-])c1cc2c(cc1CN1CCN(CCOCCO)CC1)OCO2 | i
COCCN1C(=O)CC(CC(=O)N(C)Cc2cccc3ccccc23)(c2ccccc2Cl)C1=O (centres undefined) | u
COc1ccc(C(=O)NCC2CCN(Cc3cc(C)c(C)o3)C2)o1 (centres undefined) | u
COc1ccc(-n2ncc3c(Nc4ccc(C)c(C)c4)ncnc32)cc1 | i
O=C(NCCc1ccc(Cl)cc1)c1ccc2c(c1)N(Cc1ccc(F)cc1)C(=O)CS2 | u
COc1ccc(-c2[nH]nc3c2C(c2cn[nH]c2-c2ccc(F)cc2)C(C#N)=C(N)O3)cc1 (centres undefined) | i
CN1CC2(CCN(C(=O)CN3CCc4ccccc4C3)C2)OC1=O (centres undefined) | i
O=C1CSc2ccccc2N1Cc1ccc(Cl)cc1 | i
C[C@H]1[C@@H]2[C@@H](O)C([C@H](C)C(=O)NCc3cccs3)CC[C@@]2(C)CC[C@@H]1NC(=O)c1cnccn1 (some centres undefined) | i
CCOC(=O)CSc1nc2c(c(=O)n1-c1ccc(F)cc1)SCC2 | i
Cc1cc(C)c2c(=O)[nH]c(SCC(=O)N3CCCCC3)nc2n1 | u
CCOc1ccc(N(CC)C(=O)CCS(=O)(=O)c2cccc3nonc23)cc1 | u
Fc1nc(N2CCOCC2)c(F)c(Oc2ccc(Cl)cc2)c1F | i
O=c1c(O)c(-c2cc(O)c(O)c(O)c2)oc2cc(O)cc(O)c12 | u
O=C(/C=C/c1ccccc1)NCCc1nc2ccccc2[nH]1 | u
CCOC(=O)C1(Cc2ccc(F)cc2F)CCCN(S(=O)(=O)CC(F)(F)F)C1 (centres undefined) | i
O=C(Cc1ccc([N+](=O)[O-])cc1)NCc1ccccc1Cl | i
COCCNC(=O)C[C@@H]1O[C@H](CNC(=O)c2ccc(N(C)C)cc2)[C@@H](O)[C@H]1O | u
CCC(CC)n1ncc(C)c1NC(=O)Cc1ccc(-n2nnnc2C)cc1 | u
COC(=O)c1cc2n(n1)CCCN(C(=O)Cc1cn3ccsc3n1)C2 | u
Cc1cc(NC(=O)CSc2nncn2C)ccc1Cl | i
Cc1cc(Cl)ccc1OCC(=O)Nc1ccccc1C(F)(F)F | i

(continued)
SMILES | ST2 IL33 inh
Cc1ccccc1-c1c(C(F)(F)F)oc2c(C)c(O)ccc2c1=O | i
Cc1cccc(CSC2=NCCN2C(=O)c2cccc(C)c2)c1 | i
O=C(COc1ccccc1)N1C[C@@H]2C[C@H](C1)c1c(NS(=O)(=O)c3cccs3)ccc(=O)n1C2 | i
CCc1nc(C)c(C(=O)NCCN2N=C(c3ccccc3)CCC2=O)o1 | u
CC(C)NC(=O)C1CCC(Cn2c(=O)c3sccc3n(CC(=O)N3CCCC3)c2=O)CC1 (centres undefined) | i
O=C(Nc1ccc(Cl)cn1)c1cc(F)c(F)cc1Cl | i
Cc1ccc(NC(=O)CSc2n[nH]c(C)c2[N+](=O)[O-])cc1C | i
Cc1ccc(-c2cc(C(=O)NCC3CCCO3)c3ccccc3n2)c(C)c1 (centres undefined) | i
Cc1cnc2c(C(=O)NC3CCCN(C(=O)c4ccco4)C3)cnn2c1 (centres undefined) | i
O=C(c1ccccc1Br)N1CCCCC1CO (centres undefined) | i
Cc1cccn2c(=O)c(C=Nc3ccccc3)c(NCc3ccco3)nc12 | i
C=CCSC(C)C(=O)Nc1ccccc1Sc1c(C)n[nH]c1C (centres undefined) | i
CC(=O)Nc1ccc(S(=O)(=O)N2CCSC2C(=O)O)cc1 (centres undefined) | u
CN(C)C(=O)N1CCN(S(=O)(=O)c2ccc(Cl)cc2)CC1 | i
CCCCNC(=O)C1(O)c2cc(Br)ccc2NC(=O)N1c1ccccc1 (centres undefined) | i

Filtered by structure: the compounds so far containing a tert-butyl group.
SMILES | ST2 IL33 inh
Cc1ccccc1C(=O)N(Cc1ccccc1)C(C)(C)C | i
CC(C)(C)C(=O)NCC1CCCN(Cc2ccc3c(c2)OCCO3)C1 (centres undefined) | i
COc1ccc(C(=O)NC2CC(=O)N(CC(C)(C)C)C2)c(OC)c1OC (centres undefined) | i

More compounds
canonical_smiles	ST2 IL33 inh
COc1ccc(C(=O)c2ccc(N(C)C)cc2)c(OC)c1	i
O=C(c1onc2ccccc12)N1CC[C@@H](c2ccc3c(c2)OCO3)[C@H](O)C1	i
O=C(c1cc(-c2ccc(Br)cc2)nc2ccccc12)N1CCOCC1	i
O=C(Nc1ccc(N2CCCC2)c(Cl)c1)c1ccco1	u
N[C@H](C(=O)O)c1cc(O)cc(O)c1	i
C=CCN1C(=Nc2cccnc2)SCC1(O)c1ccc(C)cc1 (centres undefined)	59%*
COc1nccnc1NS(=O)(=O)c1ccc(NC(=O)c2ccc(Br)cc2)cc1	u
NS(=O)(=O)c1ccc(C23CC4CC(CC(C4)C2)C3)cc1	i
COc1cc(CN2CCSCC2)ccc1OCc1ccccc1	u
CCN1CCN(c2nc3c(c(=O)n(C)c(=O)n3C)n2CCSc2nc3ccccc3o2)CC1	i
COCC(=O)Nc1nc2c(s1)C[C@]1(C)CC[C@@H]3[C@H](OC(=O)[C@H]3C)[C@H]1[C@@H]2C	u
NC(=O)CSC1=Nc2ccccc2C2=NC(CCC(=O)NCc3ccc(F)cc3)C(=O)N12 (centres undefined)	i
COCCNC(=O)C[C@@H]1O[C@H](CNC(=O)NC2CCCCC2)[C@@H](O)[C@H]1O	i
Cc1cc(C)c(C#N)c(Nc2ccc(Cl)c(Cl)c2)n1	i
CCCCOc1ccccc1C1NC(=O)NC(C)=C1C(=O)OCCSC (centres undefined)	u
CNC(=O)c1ccc(Cn2c(=O)c3cc(OC)c(OC)cc3n(CC(=O)Nc3ccccc3C)c2=O)cc1	u
CCC(NC(=O)Cn1cc(C)c(=O)[nH]c1=O)c1nc(C)c(C)s1 (centres undefined)	u
O=C(NCCCN1CCN(c2ccc(F)cc2)CC1)c1cccn2c(=O)c3ccccc3nc12	i
COCc1cc(N2CCCC(C(=O)c3ccc(Cl)cc3C)C2)ncn1 (centres undefined)	i
CCOc1cc2c(cc1OCC)C(c1ccc(Br)cc1)OC(=O)C2 (centres undefined)	i

A different layout for 3 compounds above.
Cc1cccn2c(=O)c(C=Nc3ccccc3)c(NCc3ccco3)nc12
  ST2 IL33 inh = i

Cc1cc(C)c2c(=O)[nH]c(SCC(=O)N3CCCCC3)nc2n1
  ST2 IL33 inh = u

CCN1CCN(c2nc3c(c(=O)n(C)c(=O)n3C)n2CCSc2nc3ccccc3o2)CC1
  ST2 IL33 inh = i

Ordered by length of the SMILES (high to low): part of the list above
canonical_smiles	ST2 IL33 inh
NC(=O)CSC1=Nc2ccccc2C2=NC(CCC(=O)NCc3ccc(F)cc3)C(=O)N12 (centres undefined)	i
COCc1cc(N2CCCC(C(=O)c3ccc(Cl)cc3C)C2)ncn1 (centres undefined)	i
CCCCOc1ccccc1C1NC(=O)NC(C)=C1C(=O)OCCSC (centres undefined)	u

Next results.
canonical_smiles	ST2 IL33 inh
O=c1cc(CN2CCCC(O)(CO)C2)[nH]c2c(F)cccc12 (centres undefined)	i
COc1ccc(N2CC(NC(=O)c3ccco3)CC2=O)cc1 (centres undefined)	i
COc1ccccc1OCC(=O)Nc1cccc([N+](=O)[O-])c1C	u
Cc1nc(N)ncc1C(=O)N(C)CCN(C)C1CCCC1	i
CCOC(=O)C1C(=O)C=C(c2ccc(C)cc2)CC1c1cc(OC)ccc1OC (centres undefined)	u
CC(=O)OCc1c(C)cc(C)c(CNCc2cnc(C)cn2)c1C	i
CC1CCC(NS(=O)(=O)c2ccc3c(c2)CCN3C(=O)CCC(=O)N2CCCC2)CC1 (centres undefined)	u
Cc1ccc(C(=O)Nc2nc(-c3ccc([N+](=O)[O-])cc3)cs2)o1	i
CCCc1ccc(Oc2coc3cc(O)ccc3c2=O)cc1	i
Cc1ccc(C2CC(c3ccc(C(C)C)cc3)n3ncnc3N2)cc1 (centres undefined)	i
Cc1c(C(=O)N2CCN(c3ccccn3)CC2)sc2ncnc(N3CCOCC3)c12	u
Cc1cc(C)c(OCC(O)CN2CCN(c3ccc(F)cc3)CC2)c(C)c1 (centres undefined)	i
COCCOC(=O)c1c(C)oc2ccc(OCc3ccccc3C)cc12	u
Cc1cc(CN(C)c2ccc(C(=O)NCCC3CCCCN3C)cn2)on1 (centres undefined)	i
COc1ccc(CN2CCN(Cc3ccc4c(c3)OCO4)CC2)c(OC)c1OC	i
CCc1cc2c(ncn3cnnc23)s1	u
COCCNC(=O)c1cc(N2CCC3(CCCN(C)C3=O)C2)ccn1 (centres undefined)	u
CCc1[nH]nc2c1C(c1ccccc1OCCCn1ccnc1)CC(=O)N2 (centres undefined)	i
Cc1ccc(S(=O)(=O)n2c([N+](=O)[O-])cnc2C)cc1C	i
CC(C)c1cncnc1-c1cccc2ccnn12	i
Cc1cc(N(C)C)nc(Nc2ccc(NC(=O)c3cccc(Cl)c3)cc2)n1	u
O=C(Nc1nnc(-c2ccc(F)cc2)o1)c1ccc(S(=O)(=O)N2CCOCC2)cc1	i
COCC(C)NC(=O)Cc1ccc(F)cc1 (centres undefined)	i
CC(=O)N1CCc2cc(S(=O)(=O)NCC(=O)N3CCN(c4ccc(Cl)cc4)CC3)ccc21	i
Cc1[nH]c2c(C)ccc(C)c2c1CC(=O)NCCN(C)S(C)(=O)=O	u
CC1=C(C(=O)Nc2ccc(C)cn2)C(c2ccccc2C)C2=C(CC(C)(C)CC2=O)N1 (centres undefined)	i
COc1ccc(C(=O)NCCc2cccc(Cl)c2)cc1	i
c1ccc2c(c1)COC(CN1CCN(CC3OCc4ccccc4CO3)CC1)OC2	i
COc1ccc(C(=O)N2C[C@H](O)[C@@H](N3CCC(OCc4ccccn4)CC3)C2)cc1	i
CC(C)c1ccc(S(=O)(=O)NCC(=O)O)cc1	i
O=C(Nc1ncc([N+](=O)[O-])s1)c1cccc(Br)c1	u
Fc1ccccc1-c1nc(N2CCCCC2)c2ccccc2n1	i
CCC(C)NC(=O)c1cc(-c2ccc3c(c2)OCO3)on1 (centres undefined)	i
CCc1ccc(-c2nc(CSCC(=O)N3CCOCC3)c(C)o2)cc1	i
CC(=O)N1CCN(c2ccc3ccccc3n2)CC1	i
CC(C)NC(=O)CC[C@@H]1CNC(=O)[C@@H]2C[C@H](NCc3cccc(OC(F)(F)F)c3)CN12	i

Screens as filed in PubChem.
